Screens as filed in PubChem BioAssay.
BL2 CD40 inh – inhibitors of CD40-induced NF-kB signaling, primary screen, BL2 cells, luciferase reporter, single point. actives 0.94% (n = 83,000). inhibition, % at 10 µM. CD40L-induced, 4 h. AID 1053188, 2014;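 active means mean inhibition of at least 50% with a set share of replicates also reaching that level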;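 further: 0% = neutral control wells and 100% = IKK inhibitor VII at 50 µM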
* = called active by the depositor; & = joins results of further samples; [ ] = dose if it differs, or a comment. Not all compounds are listed; rates above refer to the full screens.

SMILES	BL2 CD40 inh
CO[C@@H](CN(C)C(=O)c1ccccc1F)[C@H](C)CN([C@H](C)CO)S(=O)(=O)c1ccc(F)cc1	0[25 µM]
COc1ccccc1CNC(=O)C[C@@H]1C=C[C@@H](NC(=O)CC2CC2)[C@@H](CO)O1	9[25 µM]
Cc1cccc(C)c1NC(=O)CN(C)C(=O)c1cccc(NS(=O)(=O)c2ccccc2)c1	13
Cc1c(CCNC=O)cc(C)c2c3c(oc12)CCCC3	-65
COc1ccc2c(c1)C=C(CN1CCN(C(C)C)C(CCO)C1)CO2 (stereo not given)	2
O=C(COc1cc(F)ccc1[N+](=O)[O-])Nc1cccc(S(=O)(=O)NC2=NCCC2)c1	-5
COC(=O)c1ccc(C2CC(=O)Nc3cc(OC)c(OC)cc32)cc1 (stereo not given)	-7
CC(C)NC(=O)Nc1ccc2c(c1)C(=O)N(C)[C@@H]1CC[C@@H](CC(=O)NCc3ccc(F)cc3)O[C@@H]1CO2	-11[25 µM]
O=C(COc1ccc(Br)cc1)NCCO	1
C[C@@H]1CN([C@H](C)CO)C(=O)CCCn2nncc2CO[C@@H]1CN(C)C(=O)Nc1cccc(F)c1	5[25 µM]
CCCOc1ccc(-c2cn3ccccc3n2)cc1	46
COc1ccccc1N1CCN(C(=O)CCc2c[nH]c3ccccc23)CC1	7
O=C(NC1CC1)C1=NOC(CNc2ncc(C(F)(F)F)cc2Cl)C1 (stereo not given)	-1
CCOC(=O)c1c(C)[nH]c(C(=O)N/N=C/c2cccc(OC)c2)c1C	-11
CCC(C)N(C(=O)CSc1nnc(NC(C)C)s1)C1CCS(=O)(=O)C1 (stereo not given)	43
O=C(c1cc2ccccc2o1)N1CCN(Cc2nc3ccccc3s2)CC1	-45
CCn1cnc2cc(NCc3nc4ccccc4n3C)ccc21	0
COc1ccc2oc(C)c(NC(C)=O)c2c1	11
COc1ccc(C(=O)c2oc3ccc(Br)cc3c2NC(C)=O)cc1	-3
N/C(COc1ccc(Cl)cc1Cl)=N\O	8
CCOC(=O)c1oc2ccccc2c1NC(=O)C1CCCCC1	5
C=CCN1C(=O)C(Cc2cccc(Cl)c2)S/C1=N/N=C/c1ccco1 (stereo not given)	2
c1csc(-c2nnc(NC3CCCCC3)c3ccccc23)c1	7
CC(C)N1CCC(N2CCN(Cc3ccc4nsnc4c3)CC2CCO)CC1 (stereo not given)	10
c1cc(CNc2ccc3c(c2)OCO3)ccn1	-31
Further results.
SMILES	BL2 CD40 inh
COc1ccc(Cc2noc(CN(C)CCN3CCc4ccccc4C3)n2)cc1OC	5
CC(C)=C(c1ccc(Cl)cc1)c1c(N)ncnc1N	8
O=C(Oc1ccc2c(c1)C(=O)c1ccccc1CO2)c1ccccc1	-40
Cc1ccc(C(=O)NCc2ccccn2)cc1NC1=NC2CS(=O)(=O)CC2S1 (stereo not given)	5
CC(C)C(NS(=O)(=O)c1ccc(-c2ccc(Br)cc2)cc1)C(=O)O (stereo not given)	-8[25 µM]
Cc1cc(NC(=O)COC(=O)COc2ccc(C(=O)c3ccccc3)cc2)no1	3
CCOC(=O)c1c(NC(=O)C2=COCCO2)sc2c1CCN(C(=O)OC)C2	4
COc1ccccc1-c1ccc([C@@H]2[C@H]3CN(C(=O)c4cccnc4)CCCCN3[C@H]2CO)cc1	0[25 µM]
COc1ccc(CN(C)C(C)C(=O)N(C)CC(=O)Nc2ccc(C)cc2)cc1F (stereo not given)	-2
Cc1cc(-c2onc(C)c2C(N)=O)no1	14
COc1cccc(-c2ccc([C@@H]3[C@@H](C#N)N(C(=O)Cc4ccccc4)[C@@H]3CO)cc2)c1	-3
CN(C)C(=O)c1ccc(-c2ccc(C3[C@@H]4CN(C(=O)Cc5ccncc5)C[C@H]3N4)cc2)cc1 (stereo not given in full)	-5[25 µM]
O=C(CN1CCCCCC1=O)N1CCN(S(=O)(=O)c2cccs2)CC1	6
O=C(CCC1CCCC1)Nc1ccc([N+](=O)[O-])cn1	-41
CCCCN1C(=O)C(CC(=O)NCc2cccs2)CC(C(=O)N2CCCCCC2)=C1C (stereo not given)	-20
COc1ccc(-c2ccc3c(c2)[C@@H]2[C@@H](CCN2S(=O)(=O)c2ccc(OC)cc2)[C@@H](CO)N3C)cc1	-13[25 µM]
O=C(Oc1cccc2cccnc12)c1cccc([N+](=O)[O-])c1	4
CCCNC(=O)C1(C)CCCN(C(=O)c2cccc(OC(C)=O)c2C)C1 (stereo not given)	-3
CCc1ccc(CN(C)Cc2nc(COc3ccccc3)no2)nc1	3
CN(Cc1ccccc1F)C(=O)CN1CCN(S(=O)(=O)c2ccc3c(c2)OCCCO3)CC1	-3
COc1cccc(-c2ccc(C3[C@H]4CNC[C@@H]3N4C(=O)Nc3ccc(C(F)(F)F)cc3)cc2)c1 (stereo not given in full)	-18&7[25 µM]
c1ccc(C(c2ccccc2)N2CCN(Cc3nnnn3C3CCCCC3)CC2)cc1	3
CN1CCN(C(=O)[C@H]2[C@H](CO)[C@H]3Cn4c(ccc(-c5ccncc5)c4=O)[C@H]3N2CC2CC2)CC1	1[25 µM]
CSc1ccc(CNC(C)(C)CO)cc1	5
Cc1cc(NC(=O)CSCC(=O)Nc2ccc(Cl)c(C(F)(F)F)c2)no1	21

Molecules listed so far with a CF3 group (three):
SMILES	BL2 CD40 inh
O=C(NC1CC1)C1=NOC(CNc2ncc(C(F)(F)F)cc2Cl)C1 (stereo not given)	-1
COc1cccc(-c2ccc(C3[C@H]4CNC[C@@H]3N4C(=O)Nc3ccc(C(F)(F)F)cc3)cc2)c1 (stereo not given in full)	-18&7[25 µM]
Cc1cc(NC(=O)CSCC(=O)Nc2ccc(Cl)c(C(F)(F)F)c2)no1	21

Five entries drawn at random from the list so far, as already listed:
SMILES	BL2 CD40 inh
CC(C)=C(c1ccc(Cl)cc1)c1c(N)ncnc1N	8
COc1ccccc1-c1ccc([C@@H]2[C@H]3CN(C(=O)c4cccnc4)CCCCN3[C@H]2CO)cc1	0[25 µM]
COc1ccc(Cc2noc(CN(C)CCN3CCc4ccccc4C3)n2)cc1OC	5
CCCNC(=O)C1(C)CCCN(C(=O)c2cccc(OC(C)=O)c2C)C1 (stereo not given)	-3
COc1cccc(-c2ccc([C@@H]3[C@@H](C#N)N(C(=O)Cc4ccccc4)[C@@H]3CO)cc2)c1	-3

Following part.
SMILES	BL2 CD40 inh
CCc1nnc(NC(=O)c2cccnc2SC)s1	26
Cc1sc(NC(=O)c2ccc(F)cc2)c(CN2CCCCCC2)c1C	-94
OC1CCN(Cc2cccc(Oc3ccccc3)c2)CC1	1
O=C(CNC(=O)c1cc(=O)[nH]c2ccc(S(=O)(=O)N3CCOCC3)cc12)Nc1ccc(F)c(F)c1	-4
COC(=O)c1cc(CSc2nc3ccccc3c(=O)n2C)oc1C	10
CN(C)C(CNC(=O)c1ccco1)c1cccs1 (stereo not given)	-7
Cc1ccc2c(CN3CCN(Cc4ccc5c(c4)OCO5)CC3)cc(=O)oc2c1C	10
O=C(Nc1nccs1)C1CC2CCC1C2 (stereo not given)	-14
O=S(=O)(c1ccc(F)cc1)N1C[C@@H]2N[C@H](C1)C2c1ccc(/C=C/c2ccccc2)cc1 (stereo not given in full)	8&-4[25 µM]
COCC(=O)Nc1ccc2c(c1)[C@@H]1C[C@@H](CC(=O)N[C@@H](C)c3ccccc3)O[C@H](CO)[C@@H]1O2	2[25 µM]
O=C(Nc1c(C(=O)C2CC2)oc2ccccc12)c1ccc(Cl)cc1	8
O=C(Cn1cccn1)N1CCCC(N2CCN(Cc3ccc4c(c3)OCO4)CC2)C1 (stereo not given)	4
CCOC(=O)C1(CCCc2ccccc2)CCN(C(=O)c2cc(C)nn2CC)CC1	-3
Cc1ccc(S(=O)(=O)N2CC(O)C[C@H]2C(=O)OCC(=O)Nc2ccc(N3CCOCC3)cc2)cc1C (stereo not given in full)	-4
O=C(O)CCCNC(=O)/C=C/c1ccco1	13
CC(=O)N(C)C[C@@H]1Oc2ccc(N)cc2C(=O)N(C)C[C@@H]1C	4
CCOc1ccc(S(=O)(=O)N2CCOCC2)cc1NC(=O)CSC(=S)N1CCCC1	-6
Cc1ccnc2nc(C(=O)OCC(=O)Nc3ccc4c(c3)OCCO4)nn12	-19
Cc1nc(NC(=O)c2ccccc2)sc1-c1csc(N)n1	-73
CCCn1c(N)nc2ccccc21	4
COc1cc(NC(=O)c2ccc(-c3c(C)noc3C)c3ccoc23)cc(OC)c1OC	2
Cc1nc(NC(=O)COC(=O)c2ccc(CO)cc2)c(Cl)cc1Cl	7
COc1ccc([N+](=O)[O-])cc1N(CC(=O)NC(C(C)C)C(C)C)S(C)(=O)=O	3
Cc1cc(NC(=O)c2ccno2)no1	25
Cc1ccccc1C(=O)NCC(=O)NCC1(N2CCOCC2)CCCCC1	10
Continued:
SMILES	BL2 CD40 inh
CCn1nc(C(=O)OCC(=O)Nc2ncc(Cl)c(C)c2Cl)c2ccccc2c1=O	6
CCOc1ncccc1C(=O)OC(C)C(=O)Nc1ccc(Cl)cn1 (stereo not given)	68*
COc1ccccc1C#Cc1ccc([C@@H]2[C@@H](CO)N(C(=O)C3CCC3)[C@H]2C#N)cc1	-2[25 µM]
O=[N+]([O-])c1ccccc1S(=O)(=O)N1CCSCC1	1
Cc1ccc(S(=O)(=O)N2CCCC2CNC(=O)C(=O)NCc2cccs2)cc1 (stereo not given)	1
Cn1ccnc1Sc1ccccc1[N+](=O)[O-]	4
Nc1cc(C(=O)OCC(=O)c2ccc(CC(=O)N3CCOCC3)s2)ccc1Cl	-5
O=C(c1ccncc1)N(Cc1ccco1)Cc1cc2ccccc2[nH]c1=O	4
NC(=O)C1(c2ccccc2)CCCN1C(=O)c1ccccc1Br (stereo not given)	16
COc1ccc(NC(=O)N(C)C[C@H]2Oc3ccc(NS(=O)(=O)c4ccc(F)cc4)cc3C(=O)N([C@@H](C)CO)C[C@@H]2C)cc1	0
CCN(Cc1ccccc1)S(=O)(=O)c1ccc(S(=O)(=O)N(Cc2ccccn2)Cc2ccco2)cc1	9
CCOC(=O)c1c(NC(=O)COC(=O)C2CC2C)sc(C)c1C (stereo not given)	4
CC(C)NC(=O)Nc1ccc2c(c1)C(=O)N([C@H](C)CO)C[C@@H](C)[C@@H](CN(C)C(=O)C1CCCCC1)OCCCC[C@H](C)O2	-1[25 µM]
O=C(Nc1cccc2ccccc12)N1CC=CCC1	3
COc1cc(C2c3cc4c(cc3OC(NCCc3ccccc3)C2C)OCO4)cc(OC)c1OC (stereo not given)	11
O=C(Nc1ccc2c(c1)OCO2)c1cc(-c2ccncc2)nc2ccccc12	-17
O=C(Nc1ccc2c(c1)OCO2)c1ccc(CN2CCOCC2)cc1	-55
Cc1nc(CCNC(=O)c2cc(COc3ccc(F)cc3Cl)on2)sc1C	-9
C[C@@H]1CN([C@H](C)CO)C(=O)c2c(c3ccccc3n2C)-c2ccccc2CO[C@@H]1CN(C)Cc1cccc(O)c1	28
O=C(NCCc1ccccc1)C1CCN(c2nc3ccccc3o2)CC1	3
CC(=O)OC1CC2(C)C(=O)CCC2C2CCc3cc(O)ccc3C12 (stereo not given)	13
O=C(O)CCn1c(=O)oc2cc(S(=O)(=O)N3CCCC3)ccc21	1
COCCCNC1=C(C#N)C(=O)NC(c2cccs2)S1 (stereo not given)	10
CC1(C)CC(NCc2ccncc2)CC(C)(C)N1	5
Cc1cccc(C)c1OCCOC(=O)c1n[nH]c2ccccc12	-1
(cont.)
SMILES	BL2 CD40 inh
O=C(Nc1nccs1)c1cccc(NC(=O)C2CC2)c1	-6
CN(C(=O)c1ccccc1)C1c2c(ccc3ccccc23)OCC1CO (stereo not given)	2
Cc1noc(C)c1S(=O)(=O)N1CCC(C(=O)c2ccccc2)CC1	11
COc1ccc(C(=O)N=c2sc3ccccc3n2C)cc1OC	-71
CCCCOc1ccc(C(=O)NCC(=O)NCCOc2ccccc2)cc1	-24
N#C[C@@H]1[C@@H](c2ccccc2-c2cccc(F)c2)[C@H](CO)N1C(=O)C1CC1	-17[25 µM]
CN1C(=O)c2cc(NS(C)(=O)=O)ccc2OC[C@H]2O[C@H](CC(=O)N3CCOCC3)CC[C@@H]21	3[25 µM]
O=C(NNS(=O)(=O)c1ccccc1)C1CCN(S(=O)(=O)c2ccccc2)CC1	5
C[C@H](CO)N1C[C@H](C)[C@H](CN(C)C(=O)c2ccncc2)OCCCC[C@H](C)Oc2ccc(NS(=O)(=O)c3cccs3)cc2C1=O	-12[25 µM]
N#Cc1ccccc1OCC(=O)NNC(=O)CNC(=O)c1cccc(Br)c1	8
CC1CCN(c2nnc(-c3cccs3)c3ccccc23)CC1	-19
COc1ccc(CCNS(=O)(=O)c2ccc3c(c2)OCCO3)cc1	1
COc1ccc(C(CNC(=O)c2cc3ccccc3cc2O)N2CCOCC2)cc1 (stereo not given)	2
COc1ccccc1C#Cc1ccc([C@@H]2[C@@H](C#N)N(C(=O)C3CCC3)[C@H]2CO)cc1	-4[25 µM]
CN(C)c1ccc(C=c2c3cc(O)ccc3n3c2cc(-c2ccccc2)[n+]3C)cc1	80*
COc1ccc(C2CC(c3ccc([N+](=O)[O-])cc3)=NN2C(=O)c2ccccc2)cc1OC (stereo not given)	6
CN(C)CC(=O)N1[C@@H]2c3ccc(-c4ccccc4)c(=O)n3C[C@H]1[C@H](CO)[C@H]2C(=O)N1CCOCC1	-7[25 µM]
O=C(NCCSCc1ccco1)Nc1ccccc1	-30
CCCN(CC(=O)Nc1ccccc1OC)C(=O)c1cc2ccccc2o1	0
c1ccc(-n2cnc3ccccc32)cc1	-17
CCOc1cc(/C=N/n2cnnc2)ccc1O	4
CCOC(=O)C1(C)CCN1C(=O)c1cc(F)ccc1C (stereo not given)	-2
O=C1COc2ccc(C(=O)COC(=O)c3cccnc3Cl)cc2N1	-48
C[C@H](CO)N1C[C@H](C)[C@H](CN(C)C(=O)c2ccncc2)OCc2cnnn2CCCC1=O	-1[25 µM]
CCN(CC)CCC(C)OC(=O)c1ccc(O)cc1O (stereo not given)	2

An excerpt from above in order of formula weight, highest first:
SMILES	BL2 CD40 inh
CN1C(=O)c2cc(NS(C)(=O)=O)ccc2OC[C@H]2O[C@H](CC(=O)N3CCOCC3)CC[C@@H]21	3[25 µM]
C[C@H](CO)N1C[C@H](C)[C@H](CN(C)C(=O)c2ccncc2)OCc2cnnn2CCCC1=O	-1[25 µM]
N#C[C@@H]1[C@@H](c2ccccc2-c2cccc(F)c2)[C@H](CO)N1C(=O)C1CC1	-17[25 µM]
CC1CCN(c2nnc(-c3cccs3)c3ccccc23)CC1	-19
O=C(Nc1nccs1)c1cccc(NC(=O)C2CC2)c1	-6
O=C(NCCSCc1ccco1)Nc1ccccc1	-30
